Assay outcomes deposited in PubChem BioAssay by Sanford-Burnham Center for Chemical Genomics.
mIAP block – blocks mouse intestinal alkaline phosphatase | inhibition, % at 10 µM | purified mouse IAP, CDP-Star luminescence, 30 min | 330,000 tested, 0.2% active | AID 2806;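 active = inhibition of at least 40% at 10 µM in the primary screen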;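 note: plate controls were DMSO with enzyme for no effect and no enzyme wells for full effect; values of inactives mirror those of a sister screen read the other way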
ATG4B inhibitor – ATG4B (human) cysteine protease inhibition; Q9Y4P1; ATG4B cleavage of LC3-PLA2, NBD-HPC fluorescence, 1 h; inhibition, % at 8.33 µM; 340,000 tested, 0.51% active; in the data active = inhibition above about 40%
Target sequence (Q9Y4P1 whole entry, looked up): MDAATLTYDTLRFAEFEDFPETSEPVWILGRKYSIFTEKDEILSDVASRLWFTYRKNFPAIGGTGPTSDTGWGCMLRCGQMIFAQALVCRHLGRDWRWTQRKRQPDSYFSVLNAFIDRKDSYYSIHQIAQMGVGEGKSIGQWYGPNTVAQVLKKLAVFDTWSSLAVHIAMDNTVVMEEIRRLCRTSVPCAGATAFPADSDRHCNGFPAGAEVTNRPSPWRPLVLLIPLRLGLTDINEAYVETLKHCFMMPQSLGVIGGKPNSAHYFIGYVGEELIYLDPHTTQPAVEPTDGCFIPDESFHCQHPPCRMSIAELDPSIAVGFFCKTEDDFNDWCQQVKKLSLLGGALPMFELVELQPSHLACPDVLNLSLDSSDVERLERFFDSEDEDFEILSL
tim10-1 inh – growth inhibitors of tim10-1 mutant yeast; S. cerevisiae tim10-1 ts strain growth, BacTiter-Glo, 24 h; inhibition, % at 20 µM; 330,000 tested, 2.2% active; AID 463190;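 active = inhibition of at least 40%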;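 note: mutant grown at 25 °C; 0% = DMSO wells with yeast and 100% = wells holding no yeast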
TIM10 inh – growth inhibitors of TIM10 yeast strain; 330,000 tested, 1.4% active; inhibition, % at 10 µM; S. cerevisiae TIM10 strain growth, BacTiter-Glo luminescence, 24 h; AID 463195;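 active = inhibition of 40% or more at the single tested concentration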;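 note: wild-type TIM10 isogenic control strain grown at permissive 25 °C; 0% = DMSO yeast wells and 100% = minimal medium wells without yeast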
NLRP3 yeast inh – inhibitors of NALP3 inflammasome in yeast. 330,000 tested, 0.39% active. inhibition, % at 10 µM. Yeast reconstituted NLRP3/ASC/caspase-1, beta-gal luminescence, 24 h;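 active = inhibition of 50% or more; inactive = inhibition below 50%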;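 note: plate controls were induced DMSO wells for no effect and uninduced yeast grown without galactose for full effect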
Apaf-1 inh – inhibitors of human Apaf-1 apoptosome; reconstituted apoptosome caspase-3 activity, DEVD-Rh110 fluorescence; inhibition, % at 20 µM; 330,000 tested, 0.71% active; active = inhibition of at least 40% at 20 µM;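 note: plate controls were DMSO wells for no effect and DEVD-CHO caspase inhibitor wells for full effect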
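Material: reconstituted apoptosome with Apaf-1, cytochrome c, caspase-9, procaspase-3, dATP / Buffer or medium: pH 7.5 Hepes buffer with CHAPS, BSA, DTT / Also added: cytochrome c with DEVD-Rh110 / Schedule: compound with Apaf-1, dATP, procaspase-3 30 min, then 50 min reaction, room temperature / Technique: rhodamine 110 fluorescence at Ex 480/Em 540 nm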
hIAP inh – blocks human intestinal alkaline phosphatase; inhibition, % at 10 µM; 330,000 tested, 0.12% active; AID 2544; P09923; purified IAP, CDP-Star luminescence, 30 min;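 active = inhibition reaching a set limit with compound at 10 µM in the primary screen, cut at about 35% in these data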;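 note: plate controls were DMSO wells with enzyme for no effect and no-enzyme buffer wells for full effect; values of inactives mirror those of a sister screen read the other way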
Target sequence (P09923 whole entry, looked up): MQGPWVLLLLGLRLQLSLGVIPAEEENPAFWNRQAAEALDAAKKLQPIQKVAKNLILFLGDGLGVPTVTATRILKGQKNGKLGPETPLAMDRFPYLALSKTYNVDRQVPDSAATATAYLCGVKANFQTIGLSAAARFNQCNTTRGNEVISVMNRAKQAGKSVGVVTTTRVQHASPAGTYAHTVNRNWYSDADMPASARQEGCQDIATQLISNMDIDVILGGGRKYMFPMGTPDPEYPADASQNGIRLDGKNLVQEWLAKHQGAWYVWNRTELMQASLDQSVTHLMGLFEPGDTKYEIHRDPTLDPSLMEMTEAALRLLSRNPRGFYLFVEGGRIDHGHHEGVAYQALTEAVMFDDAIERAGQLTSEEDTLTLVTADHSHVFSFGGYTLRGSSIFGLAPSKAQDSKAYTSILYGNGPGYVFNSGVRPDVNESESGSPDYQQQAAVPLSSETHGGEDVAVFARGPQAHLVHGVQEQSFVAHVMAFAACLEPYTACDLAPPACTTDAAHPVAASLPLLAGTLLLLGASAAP
mIAP act – mouse IAP activation | muIAP, CDP-Star luminescence, 30 min; active compounds read high; 1 = vehicle-only enzyme signal, 0 = enzyme-free wells | activation factor at 10 µM | 330,000 tested, 0.24% active;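 active = activation factor of at least 2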; note: the source names both 10 and 20 µM as test concentration; values of inactives mirror those of a sister screen read the other way
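Assay system: mouse IAP enzyme; Reagent: CDP-Star chemiluminescent phosphatase substrate; Compound: DMSO-dissolved test compounds; Incubation: 30 min, room temperature; Technique: luminescence from enzymatic CDP-Star hydrolysis; Controls: DMSO-only wells and no-enzyme negative control.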
hIAP activ – increases human intestinal alkaline phosphatase activity; 330,000 tested, 0.16% active; activation factor at 10 µM; purified human IAP, CDP-Star luminescence, 30 min; active compounds read high; 1 = vehicle-only enzyme, 0 = enzyme-free background; AID 2524; P09923;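 active = activation factor of the enzyme at least 2-fold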; note: the source names both 10 and 20 µM as test concentration; values of inactives mirror those of a sister screen read the other way
An asterisk follows results filed as active.

SMILES | mIAP block | ATG4B inhibitor | tim10-1 inh | TIM10 inh | NLRP3 yeast inh | Apaf-1 inh | hIAP inh | mIAP act | hIAP activ
O=C(CSc1nnc(-c2ccccc2F)n1C1CC1)Nc1cccnc1Cl | -10 | 0 | -8 | -5 | 1 | 0 | 3 | 1.1 | 0.97
O=C(O)c1ccc(/C=N/NC(=O)c2ccc(F)cc2)cc1 | 4 | 24 | -3 | -6 | 9 | -26 | 3 | 0.96 | 0.97
COc1ccc2[nH]cc(C(O)CN3CCC(C(N)=O)CC3)c2c1 (centres undefined) | 10 | -11 | -8 | -11 | 7 | -7 | 3 | 0.9 | 0.97
COCCN1C(=O)c2oc3ccccc3c(=O)c2C1c1ccc(OC)c(OC)c1 (centres undefined) | 6 | 3 | 5 | 2 | 17 | 1 | 5 | 0.94 | 0.95
CN(Cc1cccnc1)C(=O)CNC(=O)c1ccc(Cl)cc1Cl | 6 | -11 | 1 | -1 | 19 | -6 | -1 | 0.94 | 1
COCc1cc(=O)[nH]c2cc(NC(=O)C3CC3)c(C)cc12 | 6 | -6 | 6 | -6 | 7 | -4 | 18 | 0.94 | 0.82
Cc1ccn2c(=O)nc(SCC(=O)N3CCCCC3)nc2c1 | 3 | -8 | 15 | 7 | 18 | 8 | -20 | 0.97 | 1.2
O=C(NC1CC1)C1=C[C@H](c2ccc(C(F)(F)F)cc2)C[C@H](OCCCCO)O1 | 3 | 5 | 0 | 2 | 7 | 50* | 3 | 0.97 | 0.97
O=C(COc1ccc(Cl)cc1)Nc1ncccn1 | 7 | -1 | 26 | 10 | -17 | -21 | 12 | 0.93 | 0.89
CC(C)CC(C(=O)NC(=O)NCc1ccccc1)N1C(=O)c2ccccc2C1=O (centres undefined) | 10 | 4 | 8 | -1 | 27 | 6 | -7 | 0.9 | 1.1
O=C1c2cccc3c(O)ccc(c23)C(=O)N1Cc1ccco1 | 18 | -59 | -5 | -8 | -1 | -2 | 0 | 0.82 | 1
COc1ccc(C(=O)Nc2ccccc2C(=O)Nc2ccccn2)cc1 | -8 | -1 | 43* | 17 | 33 | 12 | 35 | 1.1 | 0.65
CC(OC(=O)Cc1ccc(F)cc1)C(=O)N1CCc2ccccc21 (centres undefined) | -2 | 4 | -2 | -10 | 30 | 6 | 3 | 1 | 0.97
CC(C)c1nnc(NC(=O)C2CC(=O)N(CCc3ccc(F)cc3)C2)s1 (centres undefined) | 11 | -5 | -6 | 3 | 2 | 7 | 3 | 0.89 | 0.97
CC1CN(C(=O)COC(=O)/C=C/c2cccc([N+](=O)[O-])c2)CC(C)O1 (centres undefined) | -5 | -11 | 14 | 9 | -1 | -7 | -11 | 1.1 | 1.1
Cc1ccccc1NC(=O)C1CCN(c2cc(-c3ccccc3)nc3ncnn23)CC1 | 8 | -1 | -4 | 3 | 13 | 5 | -4 | 0.92 | 1
O=C1/C(=C/C=C/c2ccccc2)Oc2c1ccc(O)c2CN1CCN(CCO)CC1 | 15 | -7 | 5 | 0 | 13 | -6 | 8 | 0.85 | 0.92
CC1CC(C)CN(c2ncnc3c2cnn3Cc2ccc(Cl)cc2)C1 (centres undefined) | 1 | -13 | 31 | 35 | -21 | 25 | 19 | 0.99 | 0.81
O=C(NC1CCCC1)C1CC(=O)N(c2ccc(F)cc2)C1 (centres undefined) | 8 | 1 | -13 | 9 | 16 | 5 | 9 | 0.92 | 0.91
CC(C)c1ccc(NC(=O)CSc2nnc(CN3CCOCC3)n2C)cc1 | -4 | 0 | -12 | 8 | -1 | -1 | -18 | 1 | 1.2
Cc1ccc(-c2csc3nc4c5ccccc5c(NCCCN(C)C)nn4c(=O)c23)cc1 | 10 | 14 | 24 | 30 | 18 | 42* | -11 | 0.9 | 1.1
Cc1ccc(C)c(NC(=O)c2cc(S(=O)(=O)N3CCOCC3)cn2C)c1 | -10 | -6 | 0 | 3 | -11 | 14 | -4 | 1.1 | 1
CCNc1nc2c(c(=O)[nH]c(=O)n2C)n1CC(C)C | 4 | -4 | -21 | 1 | 7 | 5 | -17 | 0.96 | 1.2
CC1(/[N+]([O-])=C/c2cccc(Cl)c2)CCCCC1=O (centres undefined) | -2 | -1 | 5 | -9 | -7 | 1 | -6 | 1 | 1.1
C/C(=N\Nc1nccnc1Cl)c1c(F)c(F)c(F)c(F)c1F | 6 | 4 | 12 | 1 | -8 | -3 | 2 | 0.94 | 0.98
Next entries:
SMILES | mIAP block | ATG4B inhibitor | tim10-1 inh | TIM10 inh | NLRP3 yeast inh | Apaf-1 inh | hIAP inh | mIAP act | hIAP activ
COC(=O)C1=CN(Cc2ccc(OC)c(OC)c2)C=C(C(=O)OC)C1c1cccc(F)c1 | -24 | 0 | -38 | -10 | 19 | 10 | -56 | 1.2 | 1.6
CN(C)S(=O)(=O)c1ccc(Cl)c(NC(=O)COC(=O)CCC2CCCCC2)c1 | 2 | -22 | -1 | 5 | -9 | 21 | -21 | 0.98 | 1.2
COc1ccc(NC(=O)CCNS(=O)(=O)c2ccc3c(c2)c(=O)n(C)c(=O)n3C)c(OC)c1 | -10 | -3 | 12 | 15 | 19 | 4 | -14 | 1.1 | 1.1
CC1(CC(=O)NNC(=O)Nc2ccccc2)OCCCO1 | 6 | 0 | 8 | -2 | 11 | 9 | 11 | 0.94 | 0.89
CCCc1nnc(NC(=O)CCC(=O)N2CCN(S(=O)(=O)c3ccc(C)cc3)CC2)s1 | -4 | -15 | -8 | -17 | 0 | -4 | -11 | 1 | 1.1
O=S(=O)(c1cccc(-c2nnco2)c1)N1CCCC1 | 5 | 4 | 14 | 0 | 1 | -3 | -2 | 0.95 | 1
CCOc1ccccc1N1CCN(C(=O)c2ccccc2OCc2c(C)noc2C)CC1 | 1 | -12 | 4 | 2 | 20 | 26 | 8 | 0.99 | 0.92
CCn1nnc2c(=O)oc3ccccc3c21 | -4 | -2 | 11 | -9 | 9 | -2 | -7 | 1 | 1.1
O=C(NCc1cccnc1)c1cccc(S(=O)(=O)Nc2ccc(F)cc2)c1 | 2 | -14 | -9 | -2 | 5 | 10 | 6 | 0.98 | 0.94
CCN(CC)S(=O)(=O)c1ccc2c3c(cccc13)C(=O)S2 | 10 | -13 | 22 | -10 | 31 | 7 | 16 | 0.9 | 0.84
O=C(CSc1ccc(Cl)cc1)NCc1ccncc1 | -8 | -10 | -5 | -7 | 10 | 2 | 5 | 1.1 | 0.95
CC(=O)Nc1ccc(/C=N/NC(=O)CCN2CCN(c3ccccc3)CC2)cc1 | 0 | 3 | 12 | 12 | 2 | -16 | -14 | 1 | 1.1
O=C1C2CCCN2C(=S)N1Cc1ccccc1 (centres undefined) | 3 | -12 | 7 | -9 | -1 | -7 | -2 | 0.97 | 1
CCC(Oc1ccccc1)C(=O)Nc1nnc(S(=O)(=O)N2CCCC2)s1 (centres undefined) | -9 | 1 | 22 | 7 | 10 | 2 | -6 | 1.1 | 1.1
O=C(COC(=O)Cc1ccc(S(=O)(=O)N2CCOCC2)s1)NCCc1ccccc1 | 10 | 0 | 16 | 8 | -4 | -4 | -13 | 0.9 | 1.1
Cc1ccc(C)c(OCc2cc(C(=O)N3CCNC(=O)C3)no2)c1 | -1 | -9 | 11 | 5 | 0 | -2 | -22 | 1 | 1.2
COC(=O)c1cc(NCc2ccc3c(c2)OCO3)ccc1N1CCOCC1 | -10 | -2 | 21 | -5 | 15 | -6 | -8 | 1.1 | 1.1
CCN(CC)S(=O)(=O)c1ccc(Cl)c(NC2=NCCCCC2)c1 | 0 | 4 | 4 | 7 | 4 | -7 | -10 | 1 | 1.1
COc1ccc(OCCCC(=O)Nc2nc(C)c(C(C)=O)s2)cc1 | -3 | -4 | -12 | -18 | 8 | -4 | 13 | 1 | 0.87
CCOC(=O)C1Cc2c([nH]c3ccccc23)C(C)N1 (centres undefined) | -10 | -8 | 21 | -5 | 11 | -4 | -4 | 1.1 | 1
CCCn1c(N)c(C(=O)COC(=O)CCNS(=O)(=O)c2ccccc2F)c(=O)[nH]c1=O | -2 | -1 | -3 | -8 | -4 | 3 | -30 | 1 | 1.3
C=CCc1c(C)nc(SCc2nc3ccccc3c(=O)[nH]2)[nH]c1=O | 0 | -2 | 5 | -3 | 22 | 5 | -6 | 1 | 1.1
CNc1nc(Cl)c(SC)c(N2CCOCC2)n1 | -2 | -4 | 3 | -10 | 2 | -9 | 16 | 1 | 0.83
NC(=S)Nc1ncc(CCN2CCOCC2)c(-c2ccc(F)cc2)n1 | -3 | 4 | -5 | -6 | 15 | -10 | -6 | 1 | 1.1
Cn1c(CC(=O)Nc2ccc(F)cc2)c(Sc2ccccc2)c2ccccc21 | -12 | 1 | 12 | 3 | 9 | 4 | -6 | 1.1 | 1.1

Given with two lines to a compound: entries from further up.
Values in the order: mIAP block | ATG4B inhibitor | tim10-1 inh | TIM10 inh | NLRP3 yeast inh | Apaf-1 inh | hIAP inh | mIAP act | hIAP activ
CC(=O)Nc1ccc(/C=N/NC(=O)CCN2CCN(c3ccccc3)CC2)cc1
  0 | 3 | 12 | 12 | 2 | -16 | -14 | 1 | 1.1
O=C1C2CCCN2C(=S)N1Cc1ccccc1 (centres undefined)
  3 | -12 | 7 | -9 | -1 | -7 | -2 | 0.97 | 1
CCC(Oc1ccccc1)C(=O)Nc1nnc(S(=O)(=O)N2CCCC2)s1 (centres undefined)
  -9 | 1 | 22 | 7 | 10 | 2 | -6 | 1.1 | 1.1

Other structures:
SMILES | mIAP block | ATG4B inhibitor | tim10-1 inh | TIM10 inh | NLRP3 yeast inh | Apaf-1 inh | hIAP inh | mIAP act | hIAP activ
CC(C)(CN1CCN(C(c2ccccc2)c2ccccc2)CC1)NS(=O)(=O)c1ccccc1 | -8 | -6 | -22 | -4 | -2 | 14 | -12 | 1.1 | 1.1
COc1ccc(C(=O)N/C(=C\c2cn(S(=O)(=O)N(C)C)c3ccccc23)C(=O)NCCN2CCOCC2)cc1OC | 6 | -4 | 17 | 9 | 27 | 0 | 8 | 0.94 | 0.92
BrC(=C\c1ccccc1)/C=N/Nc1nc(N2CCOCC2)nc(N2CCOCC2)n1 | 4 | -4 | 37 | 23 | 17 | -4 | -52 | 0.95 | 1.5
CCC(C)N(C)Cc1cccc(C2(O)CCN(S(=O)(=O)c3ccc(F)c(C)c3)CC2)c1 (centres undefined) | 0 | -5 | 18 | 1 | 6 | -9 | 19 | 1 | 0.81
Cc1ccc(Cl)cc1NC(=S)N(CCCN1CCN(C)CC1)Cc1ccco1 | 10 | -9 | 18 | -7 | 10 | -1 | 8 | 0.9 | 0.92
Cc1ccc(C(=O)Nc2nc(-c3ccc(F)cc3)cs2)o1 | -6 | 12 | -18 | 22 | 3 | 7 | -14 | 1.1 | 1.1
Cc1cc2c(c(=O)o1)C(C13C=CC(CC1)C3)C(C#N)=C(N)O2 (centres undefined) | 3 | 5 | 10 | 12 | -2 | 1 | -2 | 0.97 | 1
COc1cn(-c2ccccc2)nc1C(=O)Nc1ccccc1 | 0 | -4 | -11 | 18 | 26 | 13 | -15 | 1 | 1.2
COc1cc(C2CC(=O)Nc3c2c(=O)nc2c(C)cccn32)cc(OC)c1OC (centres undefined) | -3 | -5 | 11 | -6 | 9 | -7 | -3 | 1 | 1
O=C(NCc1ccncc1)c1cccc(S(=O)(=O)NCc2ccccc2)c1 | 6 | 0 | -14 | -2 | 22 | 38 | -6 | 0.94 | 1.1
COc1ccc(/C=N/n2c(C)nnc2C)c(OC)c1OC | 4 | -12 | 14 | 6 | 3 | -2 | -1 | 0.95 | 1
